Source: PubChem
BCLXL inh – inhibitors of human Bcl-xL, primary screen, biochemical, fluorescence polarization, HTS | actives 0.7% (n = 320,000) | GST-Bcl-xL / FITC-Bim BH3 peptide fluorescence polarization | Bcl-2-like protein 1 (Homo sapiens), Q07817 | inhibition, % at 10.9 µM;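 active means inhibition above the mean of all tested compounds plus 3 SD, cutoff set per campaign, cut at about 30% in these data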;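 further: 0% = DMSO wells and 100% = unlabeled Bim-BH3 peptide competitor; inhibitors lower millipolarization by displacing the labeled peptide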
VLA-4 inh – inhibition in human VLA-4 binding assay, primary screen, VLA-4 allosteric modulator project, MLPCN library, flow cytometry, VLA-4 expressing cells; Integrin alpha-4 (Homo sapiens), P13612; inhibition, % (about 7 µM as worked out from the volumes in the protocol); actives 0.2% (n = 330,000); ligand binding flow cytometry; AID 2557, 2010; in the data active means inhibition above about 50%
Target sequence (P13612 whole entry, looked up): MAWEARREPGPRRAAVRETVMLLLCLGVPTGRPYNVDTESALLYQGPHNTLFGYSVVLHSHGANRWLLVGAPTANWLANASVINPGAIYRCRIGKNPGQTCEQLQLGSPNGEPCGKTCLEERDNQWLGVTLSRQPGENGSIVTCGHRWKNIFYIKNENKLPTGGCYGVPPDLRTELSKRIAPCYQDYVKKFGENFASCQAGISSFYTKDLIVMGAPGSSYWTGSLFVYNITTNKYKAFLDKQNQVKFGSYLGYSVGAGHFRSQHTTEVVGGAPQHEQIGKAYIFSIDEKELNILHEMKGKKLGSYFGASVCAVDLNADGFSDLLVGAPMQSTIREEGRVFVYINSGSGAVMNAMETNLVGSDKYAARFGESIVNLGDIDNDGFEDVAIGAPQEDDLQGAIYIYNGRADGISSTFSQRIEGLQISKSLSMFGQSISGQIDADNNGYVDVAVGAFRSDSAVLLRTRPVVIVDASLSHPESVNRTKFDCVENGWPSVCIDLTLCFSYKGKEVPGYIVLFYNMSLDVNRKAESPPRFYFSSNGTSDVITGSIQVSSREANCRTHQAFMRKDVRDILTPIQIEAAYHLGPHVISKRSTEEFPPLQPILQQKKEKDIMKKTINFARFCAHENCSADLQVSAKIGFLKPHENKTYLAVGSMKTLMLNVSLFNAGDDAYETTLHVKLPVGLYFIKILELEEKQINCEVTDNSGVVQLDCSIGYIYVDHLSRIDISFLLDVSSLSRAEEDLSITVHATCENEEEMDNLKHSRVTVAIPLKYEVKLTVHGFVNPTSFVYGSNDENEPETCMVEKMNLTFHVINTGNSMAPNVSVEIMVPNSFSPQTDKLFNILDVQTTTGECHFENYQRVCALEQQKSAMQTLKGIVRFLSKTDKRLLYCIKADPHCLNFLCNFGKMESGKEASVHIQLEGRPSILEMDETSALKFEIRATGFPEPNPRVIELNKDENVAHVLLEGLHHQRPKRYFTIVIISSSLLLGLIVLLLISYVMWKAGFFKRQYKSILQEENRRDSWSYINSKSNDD
PME-1 inh – PME-1 inhibitors via competitive probe labeling, primary screen, biochemical, fluorescence polarization, FP-Rh probe, HTS | AID 2130, 2009 | inhibition, % at 5.9 µM | actives 0.53% (n = 320,000) | recombinant PME-1 | Protein phosphatase methylesterase 1 (Homo sapiens), Q9Y570;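 active means inhibition above the campaign mean of all compounds plus 3 SD, cut at about 26% in these data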;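 further: competitive labeling of PME-1 active site by serine hydrolase directed probe; 0% = PME-1 with DMSO and 100% = wells lacking PME-1 enzyme; inhibitors block probe labeling so polarization falls and inhibition rises; many of its hits are not listed in these tables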
MCL1 BIM primary – inhibitors of MCL1 binding to BIM-BH3, primary screen, biochemical, fluorescence polarization; GST-MCL1 / FITC-Bim-BH3 fluorescence polarization; AID 2057, 2009; actives 0.68% (n = 320,000); inhibition, % at 10.9 µM; Induced myeloid leukemia cell differentiation protein Mcl-1 (Homo sapiens), Q07820;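 active means inhibition above the mean inhibition of all tested compounds plus 3 SD, set per campaign, cut at about 40% in these data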;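 further: 0% = DMSO wells and 100% = unlabeled Bim-BH3 peptide control; higher means more loss of mP so more displacement of Bim peptide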
MEX-5 binding – MEX-5 zinc finger RNA-binding disruptors – biochemical, C. elegans, fluorescence polarization, MLPCN library, primary screen; Zinc finger protein mex-5 (Caenorhabditis elegans), Q9XUB2; MEX-5/FITC-TCR2 RNA binding; stronger effect = lower value; activity score (negative = inhibition of binding), % at 10 µM; actives 0.38% (n = 300,000);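 active means inhibition past about -25% in most replicates, and total fluorescence under double the plate's negative control median, limit read from the data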;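 further: 0% = DMSO and -100% = 5 µM competing unlabeled TCR2 RNA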
Efflux pump mplx – inhibitors of Candida efflux pumps in yeast, primary screen, S. cerevisiae, Nile Red, multiplex. S. cerevisiae Candida pump triplex. inhibition, % at 10 µM. actives 0.44% (n = 330,000). AID 485275, 2010;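 active means plate passing quality check with inhibition over a set limit, or well fluorescence over plate mean plus 4 SD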;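 further: Nile Red retained in pooled yeast measured as flow cytometry median fluorescence; 0% = buffer negative control and 100% = Enniatin B positive control; higher means more Nile Red kept so more efflux inhibition; some compounds called inactive have numbers as strong as hits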
GLD-1 TGE inh – GLD-1/TGE RNA complex disruptors, primary screen, biochemical, fluorescence polarization | Female germline-specific tumor suppressor gld-1 (Caenorhabditis elegans), Q17339 | purified GLD-1 + fluorescein TGE RNA | inhibition, % at 5.96 µM | actives 0.44% (n = 320,000) | AID 2280, 2010;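 active means percent inhibition above a per-plate cutoff, the plate mean of test compounds plus 3 SD, cut at about 30% in these data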;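 further: 0% = DMSO wells with GLD-1 and probe and 100% = wells lacking GLD-1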
Fam108B inh – mouse Fam108B serine hydrolase inhibitors, primary screen, counter-screen for RBBP9 inhibitor project, biochemical, fluorescence polarization; recombinant Fam108B, FP-Rh probe fluorescence polarization; inhibition, % at 9.51 µM; actives 0.33% (n = 300,000); AID 1947, 2009;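 active means inhibition above the screen mean inhibition plus 3 SD, computed separately per campaign, cut at about 18% in these data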;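 further: inhibitors lower polarization as less probe binds the enzyme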
GRK2 inh – compounds blocking aptamer binding on GRK2 – biochemical, human GRK2, bead flow cytometry, HTS, primary screen. FAM-aptamer displacement from GRK2. inhibition of aptamer binding, % at 10 µM. actives 0.59% (n = 330,000);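 active means inhibition of aptamer binding above 40%, roughly 3 SD of noise, on plates passing a quality check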;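 further: median bead fluorescence of bound FAM aptamer so fluorescent compounds give negative values; no value below 0 was filed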
The depositor's hits bear a star; / = no result given. These rows are one share of the data, so the mix of outcomes need not match the whole.

SMILES | BCLXL inh | VLA-4 inh | PME-1 inh | MCL1 BIM primary | MEX-5 binding | Efflux pump mplx | GLD-1 TGE inh | Fam108B inh | GRK2 inh
Cc1ccc(C(=O)NCCc2nc3ccccc3[nH]2)cc1[N+](=O)[O-] | 9 | 12 | -4 | 9 | -0.3 | -0.1 | 6 | -2 | 2
CC(C)(C)[C@@H]1C=C(C(=O)NCc2ccccc2)O[C@H](OCc2ccc(CO)cc2)C1 | -5 | 20 | -3 | -7 | 1.9 | 0.2 | -2 | -3 | 0
Cc1ccc(-c2nnc(N3CCCCCC3)c3ccccc23)cc1 | 6 | 7 | 0 | 3 | -2.0 | 0.1 | 3 | -1 | 0
COc1ccc(OC)c(N)c1 | 24 | 15 | 15 | 20 | -0.7 | -0.2 | 16 | 9 | 0
CCOc1ccccc1C(=O)OCC(=O)NCC1CCCO1 (stereo not drawn) | 6 | 0 | 3 | 3 | / | 0.1 | 2 | / | 1
CC(=O)c1cc(-c2ccccc2)n(CCC(=O)NC2CCC(C)CC2)c1C (stereo not drawn) | -4 | -19 | 1 | -5 | 0.7 | 0.7 | 3 | -6 | 0
CC(NC(=O)c1cc(S(=O)(=O)N(C)C)ccc1N1CCCC1)C1CC2CCC1C2 (stereo not drawn) | 4 | 7 | 2 | 4 | 0.1 | 0.1 | -1 | -3 | 0
CN(c1cccc(Cl)c1)S(=O)(=O)c1cccc(C(=O)NC2=NCCS2)c1 | -5 | -11 | 2 | -6 | -2.5 | -0.1 | -4 | -2 | 0
COc1ccc(F)cc1C(=O)C1CCCN(Cc2cnc(N3CCCC3)s2)C1 (stereo not drawn) | 4 | -2 | 10 | 6 | 1.6 | -0.1 | -2 | 0 | 0
COc1cc(/C=C/C(=O)OCC(=O)NCCc2ccc(F)cc2)ccc1OC(F)F | / | -7 | / | / | / | -0.1 | -1 | / | 2
O=C(c1nn(-c2ccccc2)c(=O)c2ccccc12)N1CCN(c2ccccn2)CC1 | 2 | 11 | -2 | 0 | -0.2 | 0.1 | 3 | -2 | 1
Cc1cc(C(=O)COC(=O)c2n[nH]c(=O)c3ccccc23)c(C)n1C(C)C | 2 | 3 | -3 | -1 | / | 0.0 | -1 | / | 0
COC(=O)c1sc(C(F)(F)F)c(-c2ccccc2)c1S(=O)(=O)N(C)C | 2 | -2 | -4 | 4 | -0.1 | -0.1 | -3 | 1 | 1
O=C(Nc1ccnn1C1CCN(CCCC2CCCC2)CC1)c1ccccc1 | 5 | 5 | 1 | -1 | 3.3 | 0.1 | 2 | -6 | 0
O=C(CSc1nc(=O)n(CCCN2CCOCC2)c2c1CCCC2)Nc1cccc(F)c1 | 5 | 0 | -3 | 4 | 1.4 | 0.0 | 11 | 3 | 0
COc1ccc(Cc2nnc(SCC(=O)Nc3ccc(C)c(Cl)c3)[nH]c2=O)cc1 | 4 | -15 | 4 | 2 | -0.7 | -0.2 | 1 | -3 | 2
COc1ccc(S(=O)(=O)Cc2ccc(C(=O)NC3CCCCCC3)o2)cc1 | -2 | 5 | 0 | -3 | -0.9 | 0.0 | 2 | -1 | 2
COC(=O)C[C@H]1c2cc(C(F)(F)F)ccc2S(=O)(=O)N1Cc1ccc(OC)cc1 | 4 | -2 | 5 | 2 | 1.7 | -0.1 | -1 | 0 | 4
Cc1cc(C)c(S(=O)(=O)N2CCN(C3CC(=O)N(c4ccccc4Cl)C3=O)CC2)c(C)c1 (stereo not drawn) | / | -3 | / | / | / | 0.5 | 2 | / | 0
O=C(O)C(Cc1c[nH]c2ccccc12)NS(=O)(=O)c1ccccc1 (stereo not drawn) | 4 | -5 | 0 | 6 | 0.1 | -0.1 | 0 | 0 | 0
Cc1cccc(C)c1NC(=O)CSc1nnnn1C | -4 | 7 | 1 | 4 | -0.6 | -0.1 | 4 | -3 | 0
O=C(O)c1ccccc1S(=O)(=O)Cc1ccccc1 | 1 | 7 | 1 | 3 | -0.8 | -0.1 | -1 | -2 | 1
COc1ccc2sc(-c3ccc(N(C)C)cc3)c(C#CCCO)c2c1 | 18 | -2 | 5 | 17 | / | -0.3 | 16 | / | 0
Cc1cc(-c2cc(N)n(-c3ccccc3)n2)c(C)n1C1CCCC1 | -1 | -12 | 0 | -7 | 5.0 | 0.2 | 2 | -7 | 2

Some of the entries so far, with tabs.
SMILES	BCLXL inh	VLA-4 inh	PME-1 inh	MCL1 BIM primary	MEX-5 binding	Efflux pump mplx	GLD-1 TGE inh	Fam108B inh	GRK2 inh
COC(=O)c1sc(C(F)(F)F)c(-c2ccccc2)c1S(=O)(=O)N(C)C	2	-2	-4	4	-0.1	-0.1	-3	1	1
O=C(Nc1ccnn1C1CCN(CCCC2CCCC2)CC1)c1ccccc1	5	5	1	-1	3.3	0.1	2	-6	0
O=C(CSc1nc(=O)n(CCCN2CCOCC2)c2c1CCCC2)Nc1cccc(F)c1	5	0	-3	4	1.4	0.0	11	3	0
COc1ccc(Cc2nnc(SCC(=O)Nc3ccc(C)c(Cl)c3)[nH]c2=O)cc1	4	-15	4	2	-0.7	-0.2	1	-3	2

Returning to the listing, repeating the two entries before the break.
SMILES | BCLXL inh | VLA-4 inh | PME-1 inh | MCL1 BIM primary | MEX-5 binding | Efflux pump mplx | GLD-1 TGE inh | Fam108B inh | GRK2 inh
COc1ccc2sc(-c3ccc(N(C)C)cc3)c(C#CCCO)c2c1 | 18 | -2 | 5 | 17 | / | -0.3 | 16 | / | 0
Cc1cc(-c2cc(N)n(-c3ccccc3)n2)c(C)n1C1CCCC1 | -1 | -12 | 0 | -7 | 5.0 | 0.2 | 2 | -7 | 2
CC(C)CCNC(=O)c1ccc2c(c1)N(C)C(=O)c1ccccc1S2 | -2 | -11 | 2 | 0 | 1.8 | -0.1 | 0 | -2 | 0
O=C/C=C/c1c(-c2ccccc2)cc2oc3ccccc3cc1-2 | 0 | 1 | 6 | -7 | 0.0 | 0.2 | 7 | 27* | 6
CS(=O)(=O)NCCCNc1c(Cl)cccc1[N+](=O)[O-] | 1 | 0 | -4 | 0 | -2.2 | 0.0 | -4 | -2 | 0
Cc1cc(=O)[nH]c(NCc2ccc(Cl)cc2)n1 | 4 | 2 | -6 | 7 | -2.6 | 0.1 | -8 | -3 | 3
CS(=O)(=O)NCCSCc1ccco1 | 8 | 16 | 3 | 19 | -1.6 | 0.0 | 4 | -1 | 4
C=CCc1cccc(CNc2ccc(Br)cc2)c1O | 5 | 9 | 3 | -1 | -0.7 | 0.0 | -4 | 0 | 0
Cc1oc(-c2ccc(Cl)cc2)nc1CN1CCCC(C(=O)NCc2cccnc2)C1 (stereo not drawn) | 2 | 3 | -6 | -5 | -0.3 | 0.1 | -2 | 1 | 0
CS(=O)(=O)c1ccc2nc(NC(=O)c3cc([N+](=O)[O-])cc([N+](=O)[O-])c3)sc2c1 | 0 | 1 | 2 | 7 | -1.2 | 0.1 | 3 | -3 | 1
COCCOC(=O)C1=C(C)Nc2ncnn2C1c1ccccc1 (stereo not drawn) | -3 | 7 | -7 | -1 | 1.6 | -0.1 | 3 | -2 | 2
CC12CCC(C(=O)NCc3ccccc3Cl)(C(Br)C1=O)C2(C)C (stereo not drawn) | 4 | -6 | -15 | 4 | 1.3 | -0.1 | -6 | 4 | 0
O=c1c2ccccc2nc(SCc2cccc(F)c2)n1C1CCCC1 | 2 | / | -5 | -2 | 1.8 | -0.2 | 4 | -3 | 9
COc1ccc(N2CCN(CC(=O)Nc3nc4c(s3)CC(C)CC4)CC2)cc1 (stereo not drawn) | 4 | 5 | 2 | 2 | -0.4 | 0.2 | -3 | 2 | 1
CCOc1ccc(NC(=O)NCCN2CCN(c3ccccc3F)CC2)cc1 | 2 | 4 | -5 | -5 | -0.5 | -0.1 | 5 | 2 | 0
c1ccc2[nH]c(CN3CCOCC3)nc2c1 | 2 | 0 | -4 | 0 | -0.8 | 0.0 | 2 | -1 | 2
COc1cccc(NC(=O)Nc2cc(C(=O)NCC3CCCO3)ccc2N2CC3CC(C2)c2cccc(=O)n2C3)c1 (stereo not drawn) | -5 | 8 | 0 | 0 | -1.2 | -0.1 | -2 | 3 | 1
Cc1nn(Cc2ccccc2)c(C)c1NC(=O)CSc1n[nH]c(C)c1[N+](=O)[O-] | 6 | -2 | 7 | 5 | 0.0 | -0.4 | 0 | 0 | 0
Cn1c(=O)c2sccc2n2c(CCCC(=O)NCCc3ccc(S(N)(=O)=O)cc3)nnc12 | 1 | -1 | 5 | -6 | 0.5 | -0.1 | 2 | 2 | 1
O=C(Nc1ccc(Cl)cc1)N1CCOC12CCCCC2 | 4 | 2 | 3 | 1 | -2.4 | -0.1 | 2 | -2 | 0
CCn1c(SCC(=O)Nc2nccs2)nnc1-c1ccncc1 | -3 | 3 | 1 | 1 | 1.1 | 0.0 | -6 | 2 | 0
Cc1ccc(NS(=O)(=O)c2ccc(C(=O)NCc3cccnc3)cc2)cc1 | 6 | 0 | 8 | 3 | 3.4 | 0.0 | -2 | -4 | 4
CCCc1cc(=O)oc2cc(C)cc(OCC(=O)NCc3ccccn3)c12 | 3 | 0 | 5 | 2 | 0.6 | -0.3 | 7 | 1 | 0
Cc1ccc(CCN2CC(C(=O)NC3CCCCC3)CC2=O)cc1 (stereo not drawn) | 5 | 5 | 5 | 10 | -1.4 | 0.0 | 3 | 0 | 0
Cc1ccc(S(=O)(=O)N2CCOCC2)cc1NC(=O)COC(=O)c1ccc(Br)cc1 | / | -12 | / | / | / | -0.4 | 3 | / | 0
Cc1c(Cl)cccc1NC(=O)CSc1sc2c(O)cc(=O)[nH]c2c1C#N | 7 | -1 | -6 | 10 | 2.1 | -0.1 | 3 | -2 | 0
O=C(COc1ccccc1Cl)NCc1ccncc1 | 10 | 0 | 0 | 10 | -0.8 | -0.3 | 2 | 0 | 2
O=C(Nc1ccc(F)c(F)c1)c1cnc(-c2ccccc2)nc1-c1ccccc1 | 4 | 6 | 1 | 2 | 0.5 | 0.0 | 2 | 0 | 0
Cc1ccc(CSc2nnc(NC(=O)Cn3cnc4ccccc4c3=O)s2)cc1 | -6 | -11 | -4 | -3 | 0.3 | -0.1 | 2 | -1 | 0

Arranged by value in GLD-1 TGE inh (low to high): five of the compounds above.
Molecule | GLD-1 TGE inh
CC12CCC(C(=O)NCc3ccccc3Cl)(C(Br)C1=O)C2(C)C (stereo not drawn) | -6
CS(=O)(=O)NCCCNc1c(Cl)cccc1[N+](=O)[O-] | -4
CC(C)CCNC(=O)c1ccc2c(c1)N(C)C(=O)c1ccccc1S2 | 0
Cc1ccc(S(=O)(=O)N2CCOCC2)cc1NC(=O)COC(=O)c1ccc(Br)cc1 | 3
O=c1c2ccccc2nc(SCc2cccc(F)c2)n1C1CCCC1 | 4
